# M5 ag: human M5 muscarinic receptor agonists, primary screen, CHO-K1 cells, Fluo-8 calcium fluorescence; Muscarinic acetylcholine receptor M5 (Homo sapiens), P08912; CHO-K1 hM5 cells; 0% DMSO wells, 100% maximal acetylcholine response; activation, % at 3 µM; hit rate 0.19% among 360,000;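 active = activation above the run's mean over test compounds plus 3 SD, cut at about 23% in these data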;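 also: signal is peak over basal fluorescence ratio across the kinetic read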
# CHRM5 antagonist: human M5 muscarinic receptor antagonists, primary screen, CHO cells, Fluo-8 calcium fluorescence. CHO-hM5 cells, ACh EC80. hit rate 0.59% among 360,000. AID 624040, 2012. inhibition, % at 3 µM;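 active = inhibition above a per-plate cutoff, the mean of that plate's test compounds plus 3 SD, cut at about 27% in these data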;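 also: 0% = acetylcholine EC80 with DMSO and 100% = DMSO without agonist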
# M5 PAM: human M5 muscarinic receptor positive allosteric modulators, primary screen, CHO-K1 cells, Fluo-8 calcium fluorescence; activation, % at 3 µM; CHO-K1 hM5, ACh EC20 PAM; 0% = ACh EC20, 100% = ACh EC100; Muscarinic acetylcholine receptor M5 (Homo sapiens), P08912; hit rate 0.3% among 360,000;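 active = activation above the run cutoff, the mean activation of all test compounds plus 3 SD, cut at about 18% in these data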
#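 System – CHO-K1 hM5 cells · Compound – 3 µM, single dose · Incubation – compound preincubation 140 s before EC20 acetylcholine addition · Technique – Fluo-8 calcium fluorescence · Measure – Max/basal fluorescence ratio as % of EC20–EC100 ACh window · Benchmarks – low control EC20 acetylcholine (0%), high control EC100 acetylcholine (100%) · Replication – singlicate, one well per test compound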
# M4 PAM: human M4 muscarinic receptor positive allosteric modulators, primary screen, CHO-K1 cells, Fluo-8 calcium fluorescence. activation, % at 3 µM. CHO-K1 hM4/Gqi5, ACh EC20; 0% = ACh EC20, 100% = maximal ACh. AID 624126, 2012. hit rate 0.4% among 360,000;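 active = activation above its plate's cutoff, the mean activation of sample wells plus 3 SD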; also: some results filed as inactive read as strong as hits
# Target sequence (P08173 whole entry, looked up): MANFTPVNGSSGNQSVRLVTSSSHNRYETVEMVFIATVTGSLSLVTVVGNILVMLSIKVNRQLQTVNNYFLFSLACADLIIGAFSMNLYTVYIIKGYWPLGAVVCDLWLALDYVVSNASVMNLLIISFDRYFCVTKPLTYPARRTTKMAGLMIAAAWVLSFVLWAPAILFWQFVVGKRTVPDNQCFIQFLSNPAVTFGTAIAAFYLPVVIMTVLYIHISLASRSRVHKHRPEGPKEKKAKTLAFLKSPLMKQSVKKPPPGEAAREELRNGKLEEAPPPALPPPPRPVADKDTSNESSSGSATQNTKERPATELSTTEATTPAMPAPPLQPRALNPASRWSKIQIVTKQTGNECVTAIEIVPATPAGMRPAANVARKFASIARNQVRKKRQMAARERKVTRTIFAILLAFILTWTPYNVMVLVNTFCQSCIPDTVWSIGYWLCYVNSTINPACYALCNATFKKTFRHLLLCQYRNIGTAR
# CRFBP-R2 block: antagonists of CRF-BP/CRF-R2 complex, primary screen, cell-based, HEK293, calcium dye fluorescence, uHTS. inhibition, % at 11.8 µM. hit rate 0.59% among 350,000. AID 588475, 2011. CRF-induced calcium fluorescence;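 active = inhibition of the ligand-induced calcium signal above about 50% at the single tested concentration, limit read from the data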
# CRFBP-R2 agonist: agonists of CRF-BP/CRF-R2 complex, primary screen, cell-based, HEK293, calcium dye fluorescence, uHTS; calcium dye fluorescence (FLIPR); percent of saturating CRF peptide response; activation, % at 13.2 µM; CRF-binding protein / CRF receptor 2 complex (human); hit rate 0.46% among 350,000;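 active = activation of at least 50%, plus an integration ratio under a set limit after plate pattern correction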;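 also: plate controls were neutral control wells without compound for no effect and CRF at EC100 for full effect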
# CHRM4 antagonist: human M4 muscarinic receptor antagonists, primary screen, CHO cells, Fluo-8 calcium fluorescence; Muscarinic acetylcholine receptor M4 (Homo sapiens), P08173; CHO-hM4 cells, ACh EC80; inhibition, % at 3 µM; hit rate 0.73% among 360,000;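 active = inhibition above its plate's cutoff, the mean inhibition of sample wells plus 3 SD, cut at about 27% in these data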;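 also: 0% = acetylcholine EC80 with DMSO and 100% = DMSO without agonist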
# CHRM4 agonist: human M4 muscarinic receptor agonists, primary screen, CHO-K1 cells, Fluo-8 calcium fluorescence. hit rate 0.14% among 360,000. CHO-K1 hM4/Gqi5; vehicle 0%, full acetylcholine response 100%. Muscarinic acetylcholine receptor M4 (Homo sapiens), P08173. activation, % at 3 µM;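 active = activation above the run mean over all test wells plus 3 SD, cut at about 32% in these data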;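 also: peak over basal fluorescence ratio per well then scaled between controls; 0% = DMSO wells and 100% = acetylcholine at EC100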
# CHRM1 PAM: human M1 muscarinic receptor positive allosteric modulators, primary screen, CHO-K1 cells, Fluo-8 calcium fluorescence, 1536-well | activation, % at 3 µM | Muscarinic acetylcholine receptor M1 (Homo sapiens), P11229 | hit rate 0.088% among 360,000 | CHO-K1 hM1, ACh EC20; 0% = ACh EC20, 100% = maximal ACh; in the data active = activation above about 19%, passing the limit was not always enough
# Target sequence (P11229 whole entry, looked up): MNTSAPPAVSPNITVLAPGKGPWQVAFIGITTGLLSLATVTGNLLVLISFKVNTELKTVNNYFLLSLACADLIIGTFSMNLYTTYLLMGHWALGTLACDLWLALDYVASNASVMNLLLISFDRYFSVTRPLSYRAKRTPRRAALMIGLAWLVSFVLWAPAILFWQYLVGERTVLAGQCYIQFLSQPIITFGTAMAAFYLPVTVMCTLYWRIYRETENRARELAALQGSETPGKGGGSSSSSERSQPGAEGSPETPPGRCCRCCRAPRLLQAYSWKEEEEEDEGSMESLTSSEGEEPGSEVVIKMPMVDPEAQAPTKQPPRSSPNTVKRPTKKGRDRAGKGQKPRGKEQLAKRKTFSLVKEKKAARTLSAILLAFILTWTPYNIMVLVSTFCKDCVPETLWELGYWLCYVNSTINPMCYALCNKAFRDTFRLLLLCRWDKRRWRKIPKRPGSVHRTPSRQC
# * marks the source's active call; other numbers are inactive results; . = no result given. Rows were taken by chance; 2.6% or so of the library scored in one or more.
SMILES,M5 ag,CHRM5 antagonist,M5 PAM,M4 PAM,CRFBP-R2 block,CRFBP-R2 agonist,CHRM4 antagonist,CHRM4 agonist,CHRM1 PAM
COc1ccc([C@H]2C=C(C(=O)O)O[C@@H](OCc3ccc(CO)cc3)C2)cc1,2,13,-2,-2,-1,-0.3,11,0,-10
Cc1cc(C)nc(SCc2nnc(SCC(=O)OC3CCCCC3)o2)n1,-3,5,-7,4,22,-1.1,-9,2,5
CCN(c1ccc(OC)cc1)S(=O)(=O)N1CCCC(C(=O)NCc2ccccc2Br)C1 (configuration not stated),0,9,-10,-14,-5,2.3,-7,8,-4
COCCOc1cc(NCc2ccccc2)c2ncn(C(C)C)c2c1,2,-6,14,7,-4,0.7,-2,1,10
CC(C)(C)c1ccc(C(=O)NC(=S)Nc2sc3c(c2C#N)CCC3)cc1,0,2,-2,-2,-36,0.9,4,0,1
COc1ccc(NC(=O)N2CCCC2C(=O)NC2CCCC2)cc1 (configuration not stated),-4,7,-2,9,4,-0.5,-11,0,9
Cc1ccc(CNC(=O)CCS(=O)(=O)c2ccc3c(c2)CC(C)N3C(=O)C2CC2)cc1 (configuration not stated),-3,3,-1,2,-23,-1.1,-5,1,-1
O=C(CSCc1ccccc1Br)NC1CC1,-1,-5,3,3,6,-2.4,-1,1,10
CCCNS(=O)(=O)c1ccc(CCC(=O)NCc2ccc3c(c2)OCO3)cc1,-4,-3,-9,1,20,-0.6,-2,2,6
COc1ccc(NC(=O)N(Cc2cccnc2)Cc2ccccc2Cl)c(OC)c1,1,5,-15,-8,16,0.1,0,7,-6
C[C@@H](NC(=O)CN1C(=O)c2ccccc2S1(=O)=O)c1ccccc1,1,-2,5,5,-8,1.6,-9,2,14
Cc1ccc(C(=O)OCC(=O)c2ccc(S(=O)(=O)N3CCCCC3)cc2)o1,-1,-3,0,3,5,0.1,2,1,8
Cc1cc(C(C)(C)C)oc1C(=O)N1CCN(C(=O)c2oc(C(C)(C)C)cc2C)CC1,1,3,-4,0,6,2.7,8,3,0
COc1ccccc1CNC(=O)C(=O)NCCC1CCCCN1S(=O)(=O)c1ccc(C)cc1 (configuration not stated),-1,-5,-3,-7,5,-0.5,-12,4,2
COc1ccc(C)cc1S(=O)(=O)NC1CCCC1,-7,3,-7,2,-10,-2.3,3,1,6

# Looked up above.
# M4 PAM, `COCCOc1cc(NCc2ccccc2)c2ncn(C(C)C)c2c1` = 7
# M5 PAM, `CC(C)(C)c1ccc(C(=O)NC(=S)Nc2sc3c(c2C#N)CCC3)cc1` = -2
# M5 PAM, `Cc1ccc(C(=O)OCC(=O)c2ccc(S(=O)(=O)N3CCCCC3)cc2)o1` = 0
# CHRM5 antagonist, `O=C(CSCc1ccccc1Br)NC1CC1` = -5

# Next entries
SMILES,M5 ag,CHRM5 antagonist,M5 PAM,M4 PAM,CRFBP-R2 block,CRFBP-R2 agonist,CHRM4 antagonist,CHRM4 agonist,CHRM1 PAM
COc1ccc(NC(=S)N2CCC(NC(=O)c3ccco3)CC2)cc1,-1,-18,17,-5,3,-2.1,-21,1,17
Cc1c(NC(=O)c2cnn3c2NC(c2ccccc2)CC3C(F)(F)F)c(=O)n(-c2ccccc2)n1C (configuration not stated),0,9,-3,-5,-47,2.2,6,1,7
COc1cccc(CNC(=O)C2CCN(S(=O)(=O)c3cccs3)CC2)c1,3,-4,-1,-10,8,-0.5,2,2,6
COC(=O)C1CCN(C(=O)c2ccc3oc(Cc4ccc(Cl)cc4)nc3c2)CC1,2,8,-3,-5,15,-0.6,6,5,-4
COc1cccc(-c2cc3nc(NCc4ccccc4OC)n(C)c(=O)c3s2)c1,-1,6,-1,2,.,.,2,0,6
Cc1cc(O)c(-c2cc(C(=O)NCCc3ccc(S(N)(=O)=O)cc3)[nH]n2)cc1C,0,0,8,11,-10,-1.8,12,1,10
COc1ccc(C(=O)O)cc1S(=O)(=O)N(C)C,2,7,1,3,26,-3.2,-2,1,4
O=C1c2ccccc2C(Nc2ccc(S(=O)(=O)N3CCOCC3)cc2)N1c1ccccn1 (configuration not stated),-3,5,-7,-3,2,-2.1,1,3,-2
C(=N\n1cnnc1)/c1cccnc1,-2,-1,8,9,26,-1.7,-7,1,1
Cc1ccc(-c2nc(-c3ccccn3)sc2CC(=O)O)cc1,-2,14,-5,-7,-1,2.0,-11,0,-8
O=C(CSC1=N/C(=C/c2ccc(Cl)c(Cl)c2)C(=O)N1c1ccccc1F)NC1CC1,-2,-6,4,-1,-37,13,6,2,6
CCOC(=O)N1CCC(N2Cc3cccc(C(=O)Nc4ccc(CC)cc4)c3C2=O)CC1,-1,0,-5,-4,-54,8.9,-2,1,3
COc1ccc(CNC(=O)COC(=O)c2ccc(F)c(S(=O)(=O)N3CCOCC3)c2)cc1,3,-1,-10,5,16,-2.2,-10,3,5
COCCCNC(=O)C[C@@H]1C[C@@]2(C(=O)OC)CC(C)(C)CC=C2N(Cc2ccc3c(c2)OCO3)C1=O,0,13,-5,1,.,.,7,3,.
COc1ccccc1CCn1cnc2c3cc(C)ccc3n(C)c2c1=O,-12,7,-14,2,-2,-0.3,-12,5,-1
COc1ccc2nc(SCC(=O)Nc3ccc4sc(C)nc4c3)c(C#N)cc2c1,-2,-2,2,4,17,-0.2,1,0,7
COc1ccc(Nc2nnc(-c3ccc(O)cc3)c3ccccc23)cc1,-14,2,-3,-9,-18,-7.1,-11,1,-24
Cc1ccc(NC(=O)NCc2cccnc2)cc1C,-2,-5,0,2,-6,0.4,4,1,0
CCN1C(=O)[C@H]2[C@@H](c3ccc(C)cc3)N[C@]3(CCCN(Cc4ccco4)C3=O)[C@H]2C1=O,1,8,-2,4,17,-0.4,-10,1,2
Cc1cccc(Nc2nnc(SC3CCOC3=O)s2)c1C (configuration not stated),-13,0,8,12,7,-1.1,-7,2,12
O=C(CSc1nncs1)NNC(=O)c1ccco1,4,11,3,10,12,-0.1,1,1,15
COc1cc2sc(-c3ccc(S(C)(=O)=O)cc3)c(C#CCO)c2cc1OC,-2,-8,1,7,2,-0.3,-15,10,14
Cc1c(C(=O)C(C)C)n(C)c2ccccc12,-3,-7,3,6,-5,-3.1,-19,0,17
CCOC(=O)c1csc(COc2ccc(OC)cc2)n1,-1,8,-2,-10,12,-1.7,-1,13,7
COc1ccc(-c2oc(/N=C/N3CCCC3)c(C#N)c2-c2ccc(OC)cc2)cc1,-1,-5,-4,8,11,0.3,8,0,4
CCN1CCN(C(=O)C2=CC(c3ccc(OC)cc3)=NS(=O)(=O)N2C)CC1,2,1,-3,11,63*,1.1,-4,1,11
O=C(COc1ccccc1Cl)NCCCNC(=O)c1ccco1,-2,12,-4,12,-5,1.3,-4,3,17
O=C(CN1CCOCC1)Nc1ccc(Cl)cn1,6,0,10,-1,18,-1.1,2,0,-2
O=C(NCC(=O)N1CCCC(C(F)(F)F)C1)c1ccco1 (configuration not stated),1,14,-4,5,-3,4.2,2,0,13
COc1cc(/C=C(\C#N)c2[nH]nc(N)c2C#N)cc(OC)c1O,-3,-5,14,0,-22,18,-9,1,5
CCc1ccc(N(CC(=O)O)S(=O)(=O)c2c(C)noc2C)cc1,1,-2,-6,5,13,-1.0,-15,1,2
COc1ccc(-c2c(C#N)c(N)nc3c2c(=O)n(C)c(=O)n3C)cc1,2,3,0,3,2,-2.9,10,0,3
COC(=O)c1cc2oc(C)cc2n1CC(=O)N(C)c1ccccc1,-1,-1,0,-3,-1,-0.2,3,0,3
O=C(CC1CCCCC1)Nc1ncn[nH]1,1,-3,1,4,-10,1.0,-1,0,13
COC(=O)c1ccc(OCC2c3cc(OC)c(OC)cc3CCN2C(=O)c2ccco2)cc1 (configuration not stated),2,17,-15,-14,19,-0.5,30*,21,-14
Cc1ccc(OCc2nnc(SCC(=O)c3ccccc3)n2-c2ccccc2)cc1,-1,2,-8,7,-3,3.8,-16,4,5
Cc1ccc(S(=O)(=O)N[C@H](C(=O)OCn2nnc3ccccc3c2=O)C(C)C)cc1,0,7,13,-6,-1,-1.7,-4,4,1
Cc1ccc(-n2ncc3c2CCCC3NC(=O)CCCN2CCCCC2=O)cc1C (configuration not stated),0,5,-2,-2,-3,-0.4,-4,1,6
O=C(COC(=O)[C@H](Cc1ccccc1)NC(=O)c1cccs1)Nc1cc(F)ccc1F,0,24,-19,-29,-57,2.1,18,17,-13
CC(=O)NC12CC3CC(C1)CC(C(=O)N1CCN(C(=O)c4ccco4)CC1)(C3)C2,1,19,-7,1,-13,0.7,1,0,7
COc1ccc2c(c1)Cc1sc(NC(=O)c3cccs3)nc1-2,3,9,-2,4,-4,-1.1,0,1,8
Cc1cccc(-c2nc(CS(=O)CC(=O)NCCc3ccccc3)c(C)o2)c1 (configuration not stated),-4,6,-2,0,-10,-0.6,-2,2,9
COCCN(C(=O)CCC(=O)Nc1cc(C)on1)C(C(=O)NC(C)(C)C)c1ccc(OC)cc1 (configuration not stated),-2,8,2,13,23,-2.9,-17,0,20
COc1ccc(S(=O)(=O)NCC(c2ccc(C)cc2)N2CCN(C)CC2)cc1 (configuration not stated),-8,-1,-8,12,-3,-0.1,-19,1,6
CCCCC(=O)/C=C/n1c(=S)oc2ccccc21,-6,1,1,13,-5,-0.5,-12,0,7
CCCc1nc2c(sc3nc4c(cc32)COC(C)(C)C4)c(=O)o1,-2,2,3,-3,4,0.9,8,1,3
CC(=O)OC(C(=O)Nc1ccccc1)C(C)S(=O)(=O)c1ccccc1 (configuration not stated),-2,-7,5,18,-15,-2.2,2,2,-2
Cc1ccc(NC(=O)COC(=O)CCOc2ccccc2C)cc1,-4,2,1,-5,-12,-2.7,-1,2,8
COc1ccc(OC)c(CN(CCCN2CCOCC2)S(=O)(=O)c2ccc(NC(C)=O)cc2)c1,-2,-6,6,4,8,0.8,-3,2,10
O=C(COc1ccc(F)c(Cl)c1)Nc1ccc(N2CCOCC2)cc1,6,8,4,2,10,-5.6,-16,5,-2
Cc1cc(C(F)F)n2ncc(C(=O)N3CCc4ccccc4C3)c2n1,-1,8,-6,-1,2,-0.1,3,1,-3
NS(=O)(=O)c1ccc(NC(=O)COC(=O)CSCc2ccc(F)cc2)cc1,3,7,-9,-4,-2,-1.1,8,3,2
CCOC(=O)C1=NN(c2ccc(C)cc2)CC1C(=O)OC (configuration not stated),-1,-1,3,13,-2,0.1,-2,-1,10

# Compound profiles, as listed above:
# Results for O=C(COc1ccc(F)c(Cl)c1)Nc1ccc(N2CCOCC2)cc1 → M5 ag: 6; CHRM5 antagonist: 8; M5 PAM: 4; M4 PAM: 2; CRFBP-R2 block: 10; CRFBP-R2 agonist: -5.6; CHRM4 antagonist: -16; CHRM4 agonist: 5; CHRM1 PAM: -2
# Results for NS(=O)(=O)c1ccc(NC(=O)COC(=O)CSCc2ccc(F)cc2)cc1 → M5 ag: 3; CHRM5 antagonist: 7; M5 PAM: -9; M4 PAM: -4; CRFBP-R2 block: -2; CRFBP-R2 agonist: -1.1; CHRM4 antagonist: 8; CHRM4 agonist: 3; CHRM1 PAM: 2

# Source: PubChem BioAssay
